Source: PubChem
RBBP9 inh – human RBBP9 hydrolase inhibition | recombinant RBBP9, FP-Rh probe fluorescence polarization | O75884 | 220,000 tested, 0.2% active | AID 1515 | inhibition, % at 7.94 µM;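 active = inhibition above the campaign mean of all tested compounds plus 3 SD, cut at about 14% in these data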;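 also: plate controls were DMSO wells with RBBP9 for no effect and wells lacking RBBP9 protein for full effect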
Target sequence (O75884 whole entry, looked up): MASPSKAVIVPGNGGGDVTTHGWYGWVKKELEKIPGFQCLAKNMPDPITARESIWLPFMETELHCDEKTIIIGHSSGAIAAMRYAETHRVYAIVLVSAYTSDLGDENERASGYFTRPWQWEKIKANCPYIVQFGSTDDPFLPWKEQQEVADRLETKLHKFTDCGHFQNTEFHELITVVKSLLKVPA
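Test system: recombinant human RBBP9. Quantity: 2.5 µM RBBP9 dispensing solution, before mixing. Detection: FP readout at 525/598 nm. Reagent: Serine-hydrolase probe FP-Rh, 375 nM pre-mixing. Measure: % inhibition. Control set: DMSO-treated enzyme wells and wells lacking RBBP9. Buffer or medium: Tris-NaCl-Pluronic buffer, pH 8.0. Times: preincubation 30 min plus labeling 45 min at 25 °C.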
BaF3 tox – counter-screen for JAK2V617F inhibitors: parental Ba/F3 viability inhibitors | CellTiter-Glo ATP luminescence | inhibition, % at 5.6 µM | 220,000 tested, 1.1% active;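 active = inhibition above a per-campaign cutoff, the mean inhibition of all tested compounds plus 3 SD, cut at about 27% in these data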;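 also: 0% = DMSO wells and 100% = JAK Inhibitor I control wells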
Runt-CBFb FRET – inhibitors of human RUNX1 Runt domain binding to CBFb | inhibition, % at 20 µM | 220,000 tested, 0.46% active | AID 1496 | Cerulean-Runt/Venus-CBFb FRET ratio 530/480, 1 h;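 active = inhibition over about 50% at 20 µM in the single-dose screen, limit read from the data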;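 also: 0% = DMSO wells and 100% = excess unlabeled CBFb competitor control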
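Assay system: Cerulean-Runt domain / Medium: Tris 50 mM pH 7.5, KCl, K2SO4, 0.01% BSA / Timing: protein complex preformed 1 h, compound exposure 1 h, room temperature, dark / Measured by: FRET, excitation 422 nm, emission at 530 and 480 nm / Evaluation: loss of energy transfer signal / Control set: 5 µM unlabeled CBFb as full-inhibition high control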
NPY1 pot ag – potentiators or agonists of human neuropeptide Y receptor Y1 | P25929 | NPY-Y1 expressing cells, potentiator/agonist activation | activation, % at 3.6 µM | 220,000 tested, 0.37% active; in the data active = activation above about 33%, passing the limit was not always enough;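 also: cells stimulated with NPY at EC10 then isoproterenol at EC100; 0% = low agonist plus stimulus and 100% = saturating agonist plus stimulus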
Target sequence (P25929 whole entry, looked up): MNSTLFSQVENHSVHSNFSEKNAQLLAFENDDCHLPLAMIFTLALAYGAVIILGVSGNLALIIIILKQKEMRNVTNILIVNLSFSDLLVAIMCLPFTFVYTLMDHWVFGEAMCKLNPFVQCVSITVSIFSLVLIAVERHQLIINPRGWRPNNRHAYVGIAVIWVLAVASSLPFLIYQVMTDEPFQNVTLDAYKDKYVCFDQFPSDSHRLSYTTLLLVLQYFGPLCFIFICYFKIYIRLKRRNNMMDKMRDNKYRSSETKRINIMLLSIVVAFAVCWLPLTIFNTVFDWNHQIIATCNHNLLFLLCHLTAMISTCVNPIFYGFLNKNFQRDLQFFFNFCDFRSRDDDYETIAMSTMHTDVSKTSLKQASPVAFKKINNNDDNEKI
Ba/F3 V617F tox – reduce viability of Ba/F3 cells dependent on JAK2V617F. Ba/F3 EpoR-JAK2V617F viability, ATP luminescence. inhibition, % at 5.6 µM. 220,000 tested, 1.1% active;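 active = inhibition above the campaign mean plus 3 SD over all tested compounds, cut at about 24% in these data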;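 also: cytokine-independent growth of Ba/F3 cells driven by EpoR plus mutant JAK2; 0% = DMSO-treated cells and 100% = JAK inhibitor I control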
S1P4 antagonist – human S1P4 receptor antagonism | O95977 | S1P4-expressing cells, antagonist mode, reporter read-out | inhibition, % at 4.98 µM | 220,000 tested, 0.26% active | AID 1510; in the data active = inhibition above about 29%;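 also: 0% = wells stimulated with agonist and 100% = vehicle wells without agonist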
Target sequence (O95977 whole entry, looked up): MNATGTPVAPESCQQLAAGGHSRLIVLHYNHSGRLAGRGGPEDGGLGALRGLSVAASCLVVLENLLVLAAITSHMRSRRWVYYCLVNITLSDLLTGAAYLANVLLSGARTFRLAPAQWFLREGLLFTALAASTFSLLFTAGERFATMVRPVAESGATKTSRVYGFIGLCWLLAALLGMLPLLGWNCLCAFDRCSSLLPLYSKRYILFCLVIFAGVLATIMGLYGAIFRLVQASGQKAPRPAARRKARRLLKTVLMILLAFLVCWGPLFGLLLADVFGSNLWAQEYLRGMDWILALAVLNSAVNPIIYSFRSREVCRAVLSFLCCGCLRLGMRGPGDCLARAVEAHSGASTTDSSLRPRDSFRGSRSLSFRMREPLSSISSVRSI
NPY Y1 blocker – antagonists of human neuropeptide Y receptor Y1; AID 1040; inhibition, % at 3.6 µM; HEK293-CNG Y1 cells, membrane potential fluorescence; NPY at EC95, then isoproterenol; P25929; 200,000 tested, 1% active;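 active = inhibition above the campaign mean inhibition of all tested compounds plus 3 SD, cut at about 20% in these data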;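 also: 0% = DMSO wells given NPY plus isoproterenol and 100% = isoproterenol alone without NPY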
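Material: HEK293 cells with Y1 receptor plus CNG channel; times: compound incubation 1 h at room temperature, readout 45 min post-stimulation; signal: fluorescence, membrane potential probe; read-out basis: fluorescence ratio normalized to % inhibition between controls; benchmarks: full-block control isoproterenol-only wells, zero-block control NPY plus isoproterenol wells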
NPY-Y2 PAM-ag – potentiates or activates human NPY-Y2 receptor | P49146 | cells expressing NPY-Y2, potentiator/agonist read-out | activation, % at 3.6 µM | 220,000 tested, 0.45% active | AID 1359; in the data active = activation above about 27%;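 also: cells stimulated with NPY near EC25 plus isoproterenol at EC100; 0% = vehicle plus submaximal agonist and 100% = vehicle plus saturating agonist; some results beyond the cut were filed as inactive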
S1P4 ag – activates the human S1P4 receptor. O95977. S1P4-expressing cell line, agonist reporter assay. 220,000 tested, 0.35% active. activation, % at 4.98 µM. AID 1509; in the data active = activation above about 11%;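 also: 0% = DMSO vehicle and 100% = reference agonist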
* hit, by the source's call; . = no result given. Random draw from the library; any-hit rate near 3.6%.

SMILES | RBBP9 inh | BaF3 tox | Runt-CBFb FRET | NPY1 pot ag | Ba/F3 V617F tox | S1P4 antagonist | NPY Y1 blocker | NPY-Y2 PAM-ag | S1P4 ag
Cc1ccnc(NC(=O)Cn2ccc([N+](=O)[O-])n2)c1 | 3 | 11 | -4 | -12 | 2 | -7 | 6 | 9 | -0.7
CC(CNS(=O)(=O)c1ccccc1)(c1ccccc1)N1CCOCC1 (centres undefined) | -5 | 1 | 0 | 25 | -3 | -18 | 3 | 3 | 2.6
COc1ccc(-c2cc(-c3ccccc3)nc3ncnn23)cc1 | 7 | 6 | -2 | 1 | 2 | -4 | 4 | -11 | -1.2
CCNC(=O)CN(c1ccc(C)cc1)S(=O)(=O)c1ccc(SC)cc1 | -9 | 9 | 2 | 4 | 4 | 10 | -1 | -1 | 1.1
O=C(NCc1ccco1)C(=S)N1CCCCC1 | -8 | 5 | 1 | 4 | -1 | 3 | -4 | -7 | 1.6
Clc1nc(-c2ccccc2)cc(-c2ccccc2)n1 | -12 | 10 | -1 | -8 | 5 | 10 | 1 | 4 | 0.3
Cn1nc(N)c2c(-c3ccc(Cl)cc3)c(C#N)c(N)nc21 | -2 | 12 | -3 | 16 | 5 | -5 | -3 | 11 | -0.3
CCOC(=O)Cc1csc(NC(=O)Cc2ccccc2[N+](=O)[O-])n1 | -2 | 7 | 0 | 5 | 2 | 2 | 3 | 0 | 0.8
CC(C)NC(=O)Nc1n[nH]c(Nc2ccc(Cl)cc2)n1 | -3 | -1 | 0 | -8 | -2 | 15 | . | 8 | 1.6
Cc1cccc(C)c1N=Cc1c(C(F)(F)F)[nH][nH]c1=O | -9 | 1 | 0 | 12 | -1 | -15 | 3 | -13 | 0.3
CCCCCCCN(C(=O)CCl)c1ccccc1C | -5 | 3 | -1 | -20 | 0 | 8 | 1 | 2 | 0.0
Cc1c(NC(=O)CCC(=O)N2CCCCC2)c(=O)n(-c2ccccc2)n1C | -7 | 3 | 0 | 14 | -1 | -18 | -2 | -7 | 1.3
CN1CCN(C2CC(=O)N(Cc3ccc(N4CCCC4=O)cc3)C2=O)CC1 (centres undefined) | -5 | 0 | -1 | 12 | 0 | -11 | 1 | 10 | 0.4
C=CCn1c(SCc2nnc(-c3ccccc3)o2)nnc1C(O)c1ccccc1 (centres undefined) | -5 | 4 | -1 | 5 | 0 | -9 | 1 | 1 | 2.2
CC(C)c1cc(C(=O)Nc2cc(Br)ccc2O)no1 | -15 | 29* | 3 | 19 | 27* | 1 | 1 | 9 | -0.3
COc1cc(NS(=O)(=O)c2ccc(C)cc2C)cc(OC)c1OC | -1 | 32* | 1 | 14 | 15 | -3 | 2 | 20 | 0.7
CCOC(=O)N1CCC(N2CCN(Cc3ccc(F)c(F)c3)C(CCO)C2)CC1 (centres undefined) | 4 | 8 | . | -1 | 2 | -14 | -1 | -19 | 1.5
O=C(CCc1nc2ccccc2c(=O)[nH]1)NC1CCN(Cc2ccccc2)CC1 | 1 | 1 | -1 | 9 | -3 | -15 | 15 | 6 | 0.0
CCOC(=O)C1(Cc2ccccc2)CCN(Cc2cnn(C(C)C)c2)CC1 | 1 | 8 | 1 | -10 | 3 | -6 | 3 | -7 | 0.6
COc1cc(Cl)cc(/C=C/c2ccc3ccccc3n2)c1OC(C)=O | -4 | 4 | -10 | 20 | 0 | -15 | 12 | 3 | -0.7
CCOc1ccccc1NC(=O)Nc1ccc(Br)cc1C | -4 | 4 | 0 | 0 | 1 | -6 | 3 | -7 | 2.0
CS(=O)(=O)N(Cc1ccccc1)c1ccc(C(=O)NCCSc2ccccn2)cc1 | -2 | 6 | 1 | 0 | -1 | -10 | 14 | 7 | -0.5
Cn1nc(C(=O)N2CCN(S(=O)(=O)/C=C/c3ccccc3)CC2)c2ccccc2c1=O | -4 | 7 | 4 | -23 | 0 | -6 | 4 | -8 | 1.7
CCOc1ccccc1/C=N/NC(=O)CNC(=O)c1cccs1 | -2 | 3 | 2 | -6 | 6 | -15 | 3 | -19 | -0.4
O=C(CSc1nc(-c2ccc(F)cc2)nc2c1Cc1ccccc1O2)Nc1cccc(C(=O)O)c1 | -11 | 6 | 37 | -21 | 1 | -14 | 0 | -9 | 1.6
CCNc1ccc(C(=O)OCC(=O)NCc2ccc(C)cc2)cc1[N+](=O)[O-] | -12 | 2 | -4 | 2 | -4 | -8 | 0 | 2 | -1.1
COc1ccc(-c2noc(CSc3nc4ccccc4c(=O)n3-c3ccccc3)n2)cc1OC | -1 | 2 | 1 | 11 | 0 | -16 | 0 | 12 | 1.4
CSc1ccccc1C(=O)N1CCCCC1 | -8 | 10 | 0 | -1 | 0 | -11 | 4 | -4 | -1.8
COC(=O)COc1ccccc1/C=C1/NC(=O)NC1=O | -8 | 4 | 1 | -5 | 1 | -5 | -1 | 0 | 0.8
CC1Cc2ccccc2N1S(=O)(=O)c1cnc(Cl)c(Cl)c1 (centres undefined) | -2 | -1 | 0 | 39 | 2 | 3 | . | 13 | 0.6
CC(=O)N1CCN(Cc2nc3cc(NC(=O)Cn4nc(C)c5ccccc5c4=O)ccc3n2C)CC1 | 2 | 10 | 2 | 38 | 2 | 5 | 0 | 5 | 0.1
COc1cc(/C=N/NC(=O)COc2ccc(-n3cnnn3)cc2)ccc1OCC(N)=O | -4 | -1 | 1 | -10 | 0 | 4 | . | 2 | -0.1
COCCCNCCOCCOc1ccc(Cl)cc1Br | -11 | 1 | 1 | -22 | 0 | -3 | 1 | -9 | 1.9
Cc1cc(C)c2c(=O)n(CC(=O)NC3CCCC3)sc2n1 | -20 | -2 | 2 | -27 | -2 | 21 | . | -38 | 1.2
CCN(CC)S(=O)(=O)c1cc(C(=O)N(C)CC(=O)Nc2ccc(Cl)cc2)ccc1Cl | 1 | 5 | -2 | -18 | 1 | -11 | -2 | 7 | 0.7
Cc1nc(SCC(=O)Nc2ccc3c(c2)OCO3)c(C#N)c2c1CCCC2 | -3 | 0 | 2 | -2 | -3 | -2 | 2 | -19 | 1.0
Cc1ccc(Nc2cnn(C34CC5CC(CC(CC(=O)O)(C5)C3)C4)c(=O)c2Cl)cc1 | -3 | 2 | 1 | -2 | -6 | -11 | -3 | 0 | -2.4
Cc1cc(C(=O)O)oc(=O)c1 | -2 | -4 | 2 | 4 | 0 | -32 | . | 1 | 1.7
Oc1cnn(-c2ccccc2)c1 | -11 | 4 | 1 | -10 | 6 | -20 | 6 | -14 | 0.7
CCCCCCCC(=O)OCC(=O)[C@@]1(O)CC[C@H]2[C@@H]3CCC4=CC(=O)CC[C@]4(C)[C@H]3[C@@H](O)C[C@@]21C | -12 | -3 | -9 | -8 | 5 | -12 | 2 | 5 | 0.9
N=c1c(C(=O)NC2CCCC2)cc2c(=O)n3ccccc3nc2n1C1CCCC1 | -8 | 4 | 11 | 15 | -2 | -5 | -1 | 16 | 5.6
O=C(c1ccc(Cl)c(S(=O)(=O)Nc2ccc(F)cc2)c1)N1CCN(c2ccccn2)CC1 | -4 | 2 | -4 | 18 | 0 | -5 | 8 | -15 | -2.8
CCn1cc(Cl)c(C(=O)NNC(=O)CCn2cc([N+](=O)[O-])cn2)n1 | -5 | 1 | 0 | 14 | -1 | 14 | -2 | 12 | 1.1
COc1ccc(CN2CCN(S(=O)(=O)c3ccc(F)cc3)CC2)cc1OC | 3 | 4 | -3 | 30 | -1 | -8 | -1 | -2 | 1.8
CN1C(=O)N(C)C2C1N(C)S(=O)(=O)N2C (centres undefined) | -6 | 5 | -1 | 3 | 0 | -14 | -1 | 2 | 1.5
C=CCSc1nc(O)c(CC)c(=O)n1C(C)CC (centres undefined) | -5 | 8 | -1 | -12 | -2 | -2 | 12 | -14 | -0.5
O=C(CSc1ccc(-c2nc3ccccc3[nH]2)cn1)Nc1ccc2c(c1)OCCO2 | 3 | 4 | -4 | -30 | -3 | -17 | 4 | -5 | 0.3
Oc1ccc2oc3c(c2c1/C=N/n1cnnc1)CCCC3 | -11 | 6 | -7 | 6 | -3 | -5 | -5 | 7 | -0.7
Oc1c(C(c2ccc(Cl)cc2)N2CCCC2)cc(Cl)c2cccnc12 (centres undefined) | -11 | 12 | 4 | -20 | 4 | -7 | 11 | -3 | -0.7
COc1ccccc1C(=O)N1CCN(C(=O)c2ccncc2)CC1 | 2 | 3 | 0 | 2 | -2 | -48 | -8 | -17 | -0.2
N#CCC(=O)N/N=C/c1cccc(Oc2ccccc2)c1 | -11 | 8 | 2 | 5 | 2 | -5 | -1 | 6 | 0.1
Cc1cccc(N(CC(=O)NC(C)(C)C)C(=O)CS(=O)CC(=O)Nc2ccc(F)cc2)c1 (centres undefined) | -3 | 1 | -4 | 14 | -2 | -8 | -5 | 5 | 0.3
Cc1ccc(-n2nnnc2SCC(=O)Nc2sc(C)c(C)c2C#N)cc1C | -9 | 2 | -1 | 18 | -1 | 0 | -7 | -9 | 1.8
CC(C)OCCCNC(=O)C1CCN(S(=O)(=O)N2CCCC2)CC1 | -4 | 9 | 0 | -1 | 2 | -2 | 1 | -9 | 0.5
Cc1ccc(NC2=NCC(=O)N2Cc2ccc3c(c2)OCO3)cc1 | -10 | 3 | -1 | -3 | -3 | -18 | 5 | -2 | -0.1
CCN(CC)C(=O)C(=O)c1cn(CC(=O)NCc2ccc3c(c2)OCO3)c2ccccc12 | -10 | 9 | -2 | 5 | 3 | -10 | 2 | -10 | -1.6
COc1ccc(-n2c(SCC(=O)c3c(N)n(C)c(=O)n(C)c3=O)nc3ccccc32)cc1 | -4 | 2 | 2 | -14 | 1 | -9 | -4 | 7 | 1.1
NC(=O)NOCc1c(F)cccc1Cl | -1 | 5 | 2 | -5 | -3 | 16 | 8 | -22 | -0.5
Cc1ccc(-c2nnc(CSc3nncn3N)o2)cc1 | 2 | 1 | 2 | -9 | 0 | -6 | 6 | 17 | 0.8
O=C(O)/C(=C\c1ccco1)NC(=O)c1cccc2ccccc12 | -9 | 5 | 4 | -7 | -2 | -12 | 8 | -3 | 0.7
